mIDH1 inhibitor = blocks human mutant IDH1 R132H enzyme; O75874; IDH1-R132H enzyme, NADPH consumption, diaphorase/resazurin fluorescence; Potency, µM (top dose mostly 76.6 µM), inactives show at the highest dose activity change, negative = inhibition, usual class: inhibitors; 390,000 tested, 0.093% active; further: potency means the concentration at half of the fitted maximal effect; on the % scale 0 is the no-effect control and ±100 the full control effect; nearly all actives have a fitted effect of over 65% in size
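IDH1-R132H (0.5 ug/mL dispensed) in pH 7.5 Tris buffer was preincubated 30 min with compound, then given a substrate mix of 0.016 mM NADPH and 2 mM alpha-KG for 80 min at room temperature; remaining NADPH was read by diaphorase/resazurin fluorescence.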
GRP78 ERSR act = induces the endoplasmic reticulum stress response in human glioma cells. U87-MG GRP78 promoter luciferase reporter, 16 h. Potency, µM, inactives show at the highest dose activation, actives largely listed as activators. 420,000 tested, 0.02% active. AID 602332; further: potency means the concentration at half of the fitted maximal effect; series mostly up to about 76 µM; % of control where 0% means no effect; nearly all actives have a fitted effect of over 35% in size
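Stably transfected U87-MG human glioma cells carrying a GRP78-based luminescent sensor were seeded at 1000 cells/well, pin-dosed with compounds and incubated 16 h. Luciferase reagent was then added, and end-point luminescence was read after 10 min at room temperature.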
PI4K2A inh = PI4K2A (human) kinase inhibition | Q9BTU6 | purified PI4K2A, ADP-Glo luminescence, 1 h; stronger effect = lower value | activity change, negative = inhibition, % at 76.9 µM | 420,000 tested, 0.13% active | AID 1346378; in the data active means activity change below about -50%; inconclusive means mostly about -30% to -49%;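 further: -100% = wells without enzyme as full effect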
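PI4K2A activity was measured by ADP-Glo luminescence: enzyme (4 ug/mL stock) and phosphatidylinositol (1.2 mM stock) in Tris pH 7.5/MgCl2/EGTA/Triton X-100 buffer were reacted with ATP (300 microM stock) for one hour at ambient temperature.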
Vif-A3G inh = blocks the Vif interaction with human APOBEC3G. Q9HC16. HeLa A3G-eYFP + Vif (tagged APOBEC3G with the HIV-1 protein that degrades it), YFP fluorescence, overnight. Potency, µM (titrated, usually from 46.1 µM), without a hit: at the highest dose activity, negative = active, usual class: inhibitors. 410,000 tested, 0.076% active;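 further: potency means the concentration at half of the fitted maximal effect; on the % scale 0 is the no-effect control and ±100 the full control effect; nearly all actives have a fitted effect of over 60% in size; hits raise eYFP signal because A3G escapes Vif-driven loss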
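HeLa cells stably expressing Vif and C-terminally eYFP-tagged A3G, seeded overnight at 37 deg C, then exposed to compound by pintool overnight at 37 deg C. Rise in yellow fluorescence (Ex 488/Em 500-530, Acumen) marks blocked Vif-driven A3G degradation.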
LDHA inh = blocks human lactate dehydrogenase A; 480,000 tested, 0.15% active; purified LDHA, NADH/diaphorase-resazurin fluorescence; stronger effect = lower value; activity change, % (values are at about 110 or 230 µM); P00338; in the data active means activity change below about -30%; inconclusive means mostly about -25% to -30%;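 further: plate controls were DMSO wells for no effect and wells without enzyme for full effect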
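Resorufin fluorescence (ex540/em590), read at 0 and 20 min after diaphorase/resazurin addition, reports the NADH left after a 5 min room-temperature reaction of 2 nM human LDH5 with 0.06 mM NADH and 0.2 mM pyruvate.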
Vif-A3F inh = blocks the Vif interaction with APOBEC3F; HeLa A3F-eYFP + Vif (tagged APOBEC3F with the HIV-1 protein that degrades it), YFP fluorescence increase; AID 602313; 390,000 tested, 0.2% active; Potency, µM (highest dose often 46.1 µM), for inactives: at the top dose activity, negative = active; further: potency means the concentration at half of the fitted maximal effect; % of control where 0% means no effect; nearly all actives have a fitted effect of over 65% in size
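Fluorescence increase (Ex 488/Em 500-530) after overnight compound treatment at 37 deg C flags inhibition of Vif-driven A3F-eYFP loss in stable HeLa A3F-eYFP/Vif cells seeded overnight beforehand.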
RXFP1 agonist = RXFP1 (human) receptor agonism. Q9HBX9. HEK293T-RXFP1 cAMP TR-FRET, 30 min; response scale: percent of porcine relaxin response, buffer zero. Potency, µM (highest dose often 57.5 µM), inactives show at the top dose activation, hits mostly activators. 370,000 tested, 0.3% active; further: potency means the concentration at half of the fitted maximal effect; on the % scale 0 is the no-effect control and ±100 the full control effect; nearly all actives have a fitted effect of over 60% in size; many of its hits are not listed in these tables
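Agonist response is measured as cAMP accumulation in an RXFP1-transfected HEK293T line under PDE4 inhibition. Values are scaled between buffer-only and 29 nM porcine relaxin, and EC50s come from standard Hill equation fits.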
USP1 inh = inhibitors of human USP1/UAF1 deubiquitinase; O94782; recombinant USP1/UAF1, Ub-Rhodamine cleavage fluorescence; Potency, µM (highest dose often 57.1 µM), without a hit: at the highest dose activity change, negative = inhibition, hits mostly inhibitors; 390,000 tested, 0.23% active; further: potency means the concentration at half of the fitted maximal effect; on the % scale 0 is the no-effect control and ±100 the full control effect; nearly all actives have a fitted effect of over 60% in size; inactives centre near -12
Target sequence (O94782 whole entry, looked up): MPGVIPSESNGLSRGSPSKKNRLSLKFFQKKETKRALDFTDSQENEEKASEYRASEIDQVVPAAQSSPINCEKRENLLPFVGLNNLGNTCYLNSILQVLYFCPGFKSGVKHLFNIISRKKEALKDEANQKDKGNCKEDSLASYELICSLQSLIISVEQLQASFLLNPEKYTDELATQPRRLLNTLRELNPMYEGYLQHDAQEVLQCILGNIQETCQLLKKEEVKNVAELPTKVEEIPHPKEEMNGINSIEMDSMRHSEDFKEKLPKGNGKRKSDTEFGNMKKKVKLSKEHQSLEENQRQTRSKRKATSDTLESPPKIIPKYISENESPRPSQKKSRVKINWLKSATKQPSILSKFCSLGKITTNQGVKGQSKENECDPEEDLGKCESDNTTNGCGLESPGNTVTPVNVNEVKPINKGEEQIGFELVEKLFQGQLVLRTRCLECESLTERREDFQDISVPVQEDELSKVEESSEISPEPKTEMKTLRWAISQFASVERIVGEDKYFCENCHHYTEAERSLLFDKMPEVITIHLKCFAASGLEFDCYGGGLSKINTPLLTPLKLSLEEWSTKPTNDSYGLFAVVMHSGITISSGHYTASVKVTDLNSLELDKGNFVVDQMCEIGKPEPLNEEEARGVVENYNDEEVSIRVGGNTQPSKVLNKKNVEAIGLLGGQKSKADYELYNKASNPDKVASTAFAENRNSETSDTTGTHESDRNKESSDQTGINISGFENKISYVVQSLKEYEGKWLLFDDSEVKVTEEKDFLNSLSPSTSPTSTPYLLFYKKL
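In this screen, compounds sit with the deubiquitinase complex (1nM) for 15 min at room temperature before Ub-Rho is added at 150nM final. Fluorescence rise is then followed for 6 reads every 60 seconds.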
TrxR1 substrate = is turned over as a substrate by rat TrxR1; AID 588456; Potency, µM (highest dose often 114 µM), for the others: top-dose activity change, negative = substrate turnover; O89049; 390,000 tested, 0.01% active; purified TrxR1 substrate turnover, NADPH consumption readout; further: potency means the concentration at half of the fitted maximal effect; on the % scale 0 is the no-effect control and ±100 the full control effect; nearly all actives have a fitted effect of over 50% in size
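Rat TrxR1, dispensed at 90 nM, was prereduced with 400 uM NADPH (final) for 5 min at ~22 deg C, then incubated with compound 15 min before 400 uM selenite. A first-read NADPH fluorescence drop versus no-compound background flagged substrates.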
Active calls of the source: *; ? = inconclusive; nt = not tested or not shown; & = joins results of further samples; [ ] = another dose, or the depositor's remark. Unless noted, the call rests on the fitted dose curve; in most records, active means well fitted curve in the direction sought with a large enough effect; inconclusive means small, poorly fitted or top-dose-only effect, or another doubt; inactive means no such curve, though single readings can be large; an effect the other way counts as inactive or inconclusive. A portion of the library (hit frequency here may not be typical).

Below each compound: TrxR1 substrate	mIDH1 inhibitor	Vif-A3G inh	USP1 inh	GRP78 ERSR act	LDHA inh	Vif-A3F inh	RXFP1 agonist	PI4K2A inh
1) Cc1ccc(NC(=O)COc2ccc(Br)cn2)cc1
 : -3%	7%	-1%	-23%	-2%	1	-15%	3.6%	-3
2) COc1cc2c(cc1NC(=O)COc1ccc(Br)c(C)c1)oc1ccccc12
 : 5%	-15%	0%	0%	-3%	-16	-7%	nt	1
3) O=C(COc1ccc(/C=N/NC(=O)c2ccccc2O)cc1)Nc1ccc([N+](=O)[O-])cc1
 : 0%	1%	1%	-19%	-3%	5	-2%	-1.1%	-4
4) Cc1cc(C(=O)N2CCC2(C)C(=O)NS(=O)(=O)c2cccc(OC(F)F)c2)nn1C (configuration not stated)
 : nt	nt	0%	nt	1%	-7	nt	nt	0
5) CC(=O)Nc1ccc(-c2csc(NC(=O)C3CCN(S(=O)(=O)c4cccs4)CC3)n2)cc1
 : -13%	6%	-8%	3%	-3%	1	0%	-1.9%	0
6) Cc1ccc(NC(=O)c2ncn(CCCN3CCN(c4ccccn4)CC3)n2)cc1C
 : 9%	3%[38.3 µM]	-3%	-20%	0%	3	-3%	nt	-1
7) Cc1ccccc1C(=O)NC[C@@H]1CCCN2CCCC[C@H]12
 : 10%	-1%	2%	-22%	0%	-7	-22%	4.7%	6
8) C=CCN(CC=C)Cc1cc(=O)oc2cc(OC)c(Cl)cc12
 : nt	nt	-2%	nt	-4%	1	nt	nt	-3
9) CCOC(=O)c1cc(-c2ccccc2)n(CC(=O)NC2CCC(C)CC2)c1C (configuration not stated)
 : -1%[57.1 µM]	-6%	-6%	-7%	-4%	-3	1%	2.2%	-3
10) CCc1nc2oc3ccccc3c(=O)c2cc1C(=O)OC
 : 12%[57.1 µM]	5%	0%	-16%	5%	-2	?	18%	-5
11) CC(C)NC(=O)CN1CCN(Cc2nc(C(c3ccccc3)c3ccccc3)no2)CC1
 : 3%	3%	-3%	-3%	-6%	-4	2%	0.1%	0
12) Cc1nn(-c2ccc(N3CCCC3)nn2)c(C)c1CCC(=O)NCc1ccccc1F
 : 1%[57.1 µM]	-6%	1%	2%	-2%	-8	3%	1.0%	-1
13) COc1ccc(CN2CCN(C(=O)c3cccc(OC)c3OC)CC2)cc1OC
 : 6%[57.1 µM]	5%	0%	6%	3%	?	4%	-1.5%	-4
14) Cn1c(SCc2nc(-c3ccc(Cl)cc3)no2)nnc1-c1ccccc1
 : 9%	7%	4%	-7%	-2%	-1	-4%	0.0%	-5
15) O=C(Cn1ccc(NC(=O)OCc2ccccc2)nc1=O)NCc1ccc2[nH]ccc2c1
 : -8%[57.1 µM]	-1%	1%	-9%	-2%	-3	-1%	0.0%	-3
16) CCOC(=O)c1cnn2c1[nH]c(=O)c1ccccc12
 : 53%[activator][57.1 µM]	4%	-3%	9%	3%	-1	0%	3.0%	-6
17) Nc1nc(CSC(=S)N2CCN(c3ccccc3)CC2)nc(Nc2ccccc2)n1
 : 0%	2%	0%	-7%	-3%	-8	7%	4.1%	1
18) CC(=NNC(=O)c1cccc(S(=O)(=O)N2CCCC2)c1)c1ccccc1
 : -2%	2%	0%	-17%	0%	-4	-8%	nt	-4
19) COC(=O)c1ccc(NC(=O)Cn2ccn3nc(-c4ccc(OC)cc4)cc3c2=O)cc1
 : 1%[57.1 µM]	nt	nt	-4%	nt	-5	nt	13%	1
20) COc1ccc(OCC(=O)Nc2nccs2)cc1
 : 7%[57.1 µM]	3%	-4%	-17%	-13%	-5	-1%	-0.3%	?
21) Cc1ccc(Cl)cc1N1CCN(C(=O)CN2C(=O)COc3ccc(S(=O)(=O)N4CCOCC4)cc32)CC1
 : 0%	-2%	-5%	-31%	-6%	0	5%	5.5%	8
22) O=C(Nc1ccc(F)cc1F)N1CCCCC1c1cccnc1 (configuration not stated)
 : 3%	8%	-1%	-7%	-6%	-2	5%	0.1%	-1
23) COC(=O)[C@]1(C)CCC[C@@]2(C)C3CC[C@@]4(C)C[C@]3(CC[C@H]12)C[C@H]4O (some centres not stated)
 : -9%	1%	-1%	-11%	-7%	1	-21%	1.1%	-4
24) C[C@H](NC(=O)c1ccccc1)C(=O)N1CCN(c2ccccc2)CC1
 : 1%	3%	0%	-8%	0%	1	0%	1.8%	-8
25) CC(C)C(=O)NN(C(=O)C(C)C)c1nc2ccccc2s1
 : -20%[57.1 µM]	2%	-6%	3%	-3%	-1	-1%	6.3%	-3
26) Cc1ccccc1CN1C(=O)c2ccccc2S(=O)c2ccc(C(=O)NCc3ccco3)cc21 (configuration not stated)
 : 6%	0%	-2%	-21%	-3%	-1	-3%	-0.4%	0
27) COc1ccccc1C1(O)CCN(CC(=O)Nc2nc(-c3ccccc3)cs2)CC1
 : 6%[57.1 µM]	4%	2%	-19%	-6%	-4	-3%	-0.7%	0
28) Cc1ccc(C(=O)CSc2cc(C)[nH]c(=O)n2)cc1
 : -5%	-3%	-2%	-11%	-7%	2	-2%	-2.3%	-7
29) COc1ccc(CC(=O)NC(C)c2nnc(SCC(=O)c3ccc(Br)cc3)n2C)cc1 (configuration not stated)
 : 6%	10%	0%	-18%	5%	-7	2%	3.9%	11
30) C=C(C)c1cccc(C(C)(C)NC(=O)N2CCN(CC)CC2)c1
 : 12%	5%	0%	-18%	-3%	3	6%	0.8%	-3
31) COC(C[C@@H](O)CC(=O)[C@@H](C)OCc1ccccc1)OC
 : 10%[57.1 µM]	-11%	1%	-9%	-2%	-11	-1%	7.6%	-3
32) COc1ccc(C2NC(C(=O)O)Cc3c2[nH]c2ccccc32)cc1CN1CCN(c2ccc(F)cc2)CC1 (configuration not stated)
 : 3%	-11%	-10%	-17%	-1%	3	-7%	0.5%	-4
33) CCOC(=O)c1cnc2c(C)c(Cl)ccc2c1Nc1ccc(N2CCOCC2)cc1
 : 6%	7%	-9%	-17%	-5%	0	-14%	7.6%	-2
34) CCC(CC)C(=O)Nc1nc2c(s1)CC(C)CC2 (configuration not stated)
 : 0%	0%	-2%	-10%	1%	8	1%	-0.5%	-1
35) COC(=O)Nc1nc2ccc(-c3n[nH]c(=O)c4ccccc34)cc2[nH]1
 : -5%[57.1 µM]	3%	?	?	-5%	-2	-7%	3.1%	-10
36) COc1ccc(CNc2ncnc3c2c(-c2ccccc2)cn3-c2ccccc2)cc1
 : 1%[57.1 µM]	-9%	4%	-7%	-3%	4	2%	0.0%	-1
37) CCc1ccc(S(=O)(=O)NCCc2cn3ccc(C)cc3n2)s1
 : 3%	0%	-3%	-4%	-5%	-13	2%	-0.5%	-3
38) CCOC(=O)C1=CCN(S(=O)(=O)c2ccc(F)cc2)C1c1cccc(Cl)c1 (configuration not stated)
 : nt	nt	-7%	nt	-3%	-4	nt	nt	-1
39) CCC1(c2ccc(F)cc2)NC(=O)N(CC(=O)N(C)C2CCS(=O)(=O)C2)C1=O (configuration not stated)
 : -4%	9%	1%	-14%	-4%	-1	-1%	-1.6%	4
40) COc1ccc(C(c2c(NC(=O)c3ccco3)sc(C)c2C)N2CCOCC2)cc1 (configuration not stated)
 : 9%	-2%	0%	-8%	-1%	-5	0%	-1.6%	-1

The list goes on; it opens with the three that closed the last part.
Below each compound: TrxR1 substrate	mIDH1 inhibitor	Vif-A3G inh	USP1 inh	GRP78 ERSR act	LDHA inh	Vif-A3F inh	RXFP1 agonist	PI4K2A inh
38) CCOC(=O)C1=CCN(S(=O)(=O)c2ccc(F)cc2)C1c1cccc(Cl)c1 (configuration not stated)
 : nt	nt	-7%	nt	-3%	-4	nt	nt	-1
39) CCC1(c2ccc(F)cc2)NC(=O)N(CC(=O)N(C)C2CCS(=O)(=O)C2)C1=O (configuration not stated)
 : -4%	9%	1%	-14%	-4%	-1	-1%	-1.6%	4
40) COc1ccc(C(c2c(NC(=O)c3ccco3)sc(C)c2C)N2CCOCC2)cc1 (configuration not stated)
 : 9%	-2%	0%	-8%	-1%	-5	0%	-1.6%	-1
41) CCC(C(=O)NCCC(C)C)N(C(=O)Cn1nnc(-c2ccc(C)cc2)n1)c1cccc(O)c1 (configuration not stated)
 : -2%	-8%	-5%	-11%	0%	2	0%	-0.1%	1
42) CN(C)/C=C1\N=C(c2ccc3c(c2)OCO3)OC1=O
 : -11%	-1%	1%	-23%	2%	0	-1%	1.1%	-5
43) Fc1ccc(-[n+]2nc(Nc3ccccc3)sc2-c2c(Cl)cccc2Cl)cc1
 : -1%	19%	7%	-30%	-6%	0	?	-1.9%	4
44) Cc1cc(N2CCN(C(=O)c3cccs3)CC2)c(F)cc1[N+](=O)[O-]
 : -2%	-2%	-1%	-21%	0%	1	-3%	-0.5%	2
45) CCOC(=O)C1(C)C=C(Nc2cccc(C(=O)O)c2)C(=O)N1c1ccccc1 (configuration not stated)
 : 0%	1%	5%	-19%	-5%	5	-7%	-0.8%	-12
46) COCCNC(=O)c1ccccc1NC(=O)c1ccccc1N(C)S(=O)(=O)c1ccccc1
 : -16%	7%	0%	-2%	-5%	-8	-2%	0.7%	2
47) COc1ccccc1N1CCN(C(=O)c2cc(-c3ccccc3O)on2)CC1
 : -5%&0%	-6%&-2%	0%&-1%	-14%&-13%	0%&5%	-3&-1	-12%&2%	-0.4%&3.9%	0&1
48) O=S(=O)(NCc1cc(-c2ccc(Cl)cc2)no1)c1ccc(Cl)cc1
 : 3%[57.1 µM]	-8%	1%	-22%	-5%	-13	-7%	0.8%	-1
